Source: PubChem BioAssay
p53ts 39C tox: cytotoxicity in p53ts cells at nonpermissive temperature; H1299-p53A138V viability at 39C, ATP luminescence, 24 h; Potency, µM (top dose mostly 46.1 µM), inactives show at the highest dose activity change, negative = cell killing, hits mostly cytotoxic; 130,000 compounds, 1.5% hits; also: nearly all actives have a fitted effect of over 55% in size
Imprint erasure: genomic imprint erasure induction; mouse ES Peg3-LacZ reporter, beta-gal luminescence, 40 h; 110,000 compounds, 0.02% hits; Potency, µM (highest dose often 60.7 µM), without a hit: at the top dose activity change, positive = activation, most hits filed as activators; AID 1948;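 also: 0% = negative control wells on the plate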
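Each well holds 300 Peg3LacZ-Neo (maternal) female ES cells incubated 40 h at 37C, 5% CO2. LacZ is measured by BetaGlo luminescence, with AC50 and maximum efficacy derived from dose-response curves.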
p53ts 32C kill: p53ts cell cytotoxicity, permissive temperature | Potency, µM (titrated, usually from 46.1 µM), inactives show at the highest dose activity change, negative = cytotoxicity, actives largely listed as cytotoxic | H1299-p53A138V at 32C, ATP luminescence viability, 24 h | 130,000 compounds, 0.93% hits | AID 924;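 also: 0% = DMSO and -100% = full killing by reference compound; nearly all actives have a fitted effect of over 55% in size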
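H1299-p53 A138V cells (temperature-sensitive p53) exposed 24 h to up to 46 uM compound at 32C, where p53 is wild-type in conformation. Viability read as ATP luminescence and normalised to DMSO and 100 uM tamoxifen. AC50 fitted with the Hill equation.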
IkB sig inh: suppresses IkB signaling in ABC-DLBCL reporter cells. Potency, µM (series often up to 57.1 µM), inactives show at the top dose IkBa stabilization activation. 110,000 compounds, 0.04% hits. ABC-DLBCL IkBa-CBG/CBR dual luciferase ratio, 4 h; response scale: scaled: untreated 0%, proteasome inhibitor 100%; active = well fitted curve in the direction sought with a large enough effect in the signal ratio, not every such curve was filed as active; inconclusive = small, poorly fitted or top-dose-only effect, or a change in a side signal; the % refers to the signal ratio;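 also: the direction sought is a rising ratio; 0% = basal untreated cells and 100% = reference inhibitor full response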
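Luminescence ratio of IκBα-fused green versus native red beetle luciferase in OCI-Ly3 cells, 4 h post-doxycycline with compound; red signal alone, scaled from basal (0%) to zero light (-100%), flagged nonspecific or cytotoxic effects.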
Active calls of the source: *; ? = inconclusive; nt = no result given; & = joins results of further samples; [ ] = remark or other dose. Unless noted, calls follow the shape of the dose curve; as a rule, active = well fitted curve in the direction sought with a large enough effect; inconclusive = small, poorly fitted or top-dose-only effect, or another doubt; inactive = no such curve, though single readings can be large; an effect the other way counts as inactive or inconclusive. Unless noted, % is scaled to controls: 0 for no effect and ±100 for the full control effect; potency is read from the fitted curve at half-maximal effect.

item	SMILES	p53ts 39C tox	Imprint erasure
1	COCc1cc(C)n(CC(=O)Nc2cccc(C(C)=O)c2)c(=O)c1C#N	17%	18%[10.9 µM]
2	CC(C)(C)C(=O)NC1(C(F)(F)F)C(=O)Nc2c1c(=O)[nH]c(=O)n2Cc1ccco1 (stereo not drawn)	5%	-8%
3	COc1cc(C2Nc3ccccc3C(=O)N2c2ccccc2OC)ccc1O (stereo not drawn)	-2%	-8%
4	CCOc1ccc2nc(NC(=O)C3CCCN(S(=O)(=O)c4c(C)noc4C)C3)sc2c1 (stereo not drawn)	10%	-22%
5	COC(=O)/C=C(\C)NC(=O)c1ccccc1Cl	-4%	-2%
6	CC(C)(C)n1nnnc1C(c1cccnc1)N1CCN(C(=O)c2ccco2)CC1 (stereo not drawn)	2%	14%
7	O=C(Cn1nnc(-c2ccccc2F)n1)Nc1cccc2ncccc12	-5%	0%
8	COc1ccc(CCNc2oc(/C=C/c3ccc(OC)c(OC)c3)nc2C#N)cc1	?	-9%[10.9 µM]
9	Cc1ccccc1Cn1nnc2c(=O)[nH]c(C3CCN(C(=O)c4ccccc4Cl)CC3)nc21	-22%	-12%[10.9 µM]
10	CCn1cc(C(=O)NCCc2ccccc2)c(=O)c2cc(S(=O)(=O)N(C)C3CCCCC3)ccc21	-7%	27%[10.9 µM]
11	COc1ccc(CCN2C(=O)CCC2(C)C(=O)NCc2cccnc2)cc1OC (stereo not drawn)	3%	-2%
12	CCOC(=O)N1CCN(c2cc(=O)n(C3CCCCC3)c(=O)[nH]2)CC1	-11%	7%

item	p53ts 32C kill	IkB sig inh
1	1%	-0.1%
2	3%	5.7%
3	-7%	?
4	11%	?
5	4%	0.9%
6	-1%	0.7%
7	15%	0.6%
8	3%	0.8%
9	10%	?
10	14%	?
11	8%	-1.2%
12	13%	2.9%

Given with one line to a screen: entries from further up.
[12] CCOC(=O)N1CCN(c2cc(=O)n(C3CCCCC3)c(=O)[nH]2)CC1
[5] COC(=O)/C=C(\C)NC(=O)c1ccccc1Cl
[3] COc1cc(C2Nc3ccccc3C(=O)N2c2ccccc2OC)ccc1O (stereo not drawn)
[6] CC(C)(C)n1nnnc1C(c1cccnc1)N1CCN(C(=O)c2ccco2)CC1 (stereo not drawn)
assay / compound | 12 | 5 | 3 | 6
p53ts 39C tox | -11% | -4% | -2% | 2%
Imprint erasure | 7% | -2% | -8% | 14%
p53ts 32C kill | 13% | 4% | -7% | -1%
IkB sig inh | 2.9% | 0.9% | ? | 0.7%

Going on with the list:
item	SMILES	p53ts 39C tox	Imprint erasure
13	CC(=O)Nc1nc(C)c(S(N)(=O)=O)s1	12%	3%
14	CC(=O)c1ccc(NC(=O)c2cn(-c3ccccc3)nc2-c2ccc(Br)cc2)cc1	17%	-6%[10.9 µM]
15	CCN(Cc1ccccc1)C(=O)C1CCN(Cc2ccc(OC)c(OC)c2OC)CC1	-6%	-20%
16	Brc1ccccc1C1=Nn2c(nnc2-c2ccccc2)SC1	1%	-21%
17	O=C(O)c1ccc(Nc2nc3ccccc3c3nncn23)cc1	-9%	?
18	COc1ccc(Nc2nnc(-c3ccc(C)c(S(=O)(=O)N4CCOCC4)c3)c3ccccc23)cc1	29%	-13%[10.9 µM]
19	CC(=O)NCCn1c(C)cc2ccccc21	?	4%
20	CCOc1ccc(OCC)c(NC(=O)C2CCN(c3ncccn3)CC2)c1	-4%	-13%
21	COCCCn1c(=N)c(C(=O)NC2CCCC2)cc2c(=O)n3ccccc3nc21	11%	-10%[10.9 µM]
22	O=C(CN1C(=O)c2cccc3cccc1c23)Nc1ccc2c(c1)OCO2	-10%	-9%
23	CC1(c2ccccc2)NC(=O)N(CC(=O)Nc2cccc(C#N)c2)C1=O (stereo not drawn)	7%	-5%
24	OCc1nc(CO)n(Cc2ccccc2)n1	-5%	6%

item	p53ts 32C kill	IkB sig inh
13	-2%	0.6%
14	4%	?
15	-11%	0.9%
16	6%	1.9%
17	4%	?
18	9%	?
19	2%	-0.2%
20	1%	-0.5%
21	-4%	-3.4%
22	5%	0.0%
23	1%	0.1%
24	-3%	-0.1%

(continued)
item	SMILES	p53ts 39C tox	Imprint erasure
25	CCC(=O)N1CCc2cc(Br)cc(S(=O)(=O)CC(=O)OC)c21	-2%	-4%
26	COc1ccc(Cc2nc3ccc(C(=O)NCCc4ccc(Cl)cc4)cc3o2)cc1	-14%	-11%[10.9 µM]
27	Cn1cccc1C(=O)N1CCC2(CCN(C(=O)Nc3cccc(F)c3)CC2)CC1	-4%	nt
28	C/C(Sc1nnc(Cc2ccccc2)o1)=C(/O)c1ccccc1	19%	-4%
29	Cn1c(SCc2nc3ccccc3[nH]2)nnc1-c1cccnc1	9%	-8%
30	O=C(O)c1ccc(Cc2ccccc2C(=O)O)cc1	1%[9.22 µM]	-4%[10.9 µM]
31	CCOc1ccc(N2CC(NC(=O)c3ccc(S(=O)(=O)N4CCCC4)cc3)CC2=O)cc1 (stereo not drawn)	-6%	-7%[10.9 µM]
32	O=S(=O)(Nc1ccc(-c2ccc(N3CCCC3)nn2)cc1)c1ccc(OC(F)(F)F)cc1	-22%	7%[10.9 µM]
33	CC1CCC(NC(=O)CN2CCC(n3nnc4cc(F)ccc43)CC2)CC1 (stereo not drawn)	-3%	nt
34	N#Cc1cn(-c2ccccc2)nc1-c1cc2ccccc2oc1=O	9%	-4%
35	O=c1c(O)c(-c2ccccc2)oc2ccc3occc3c12	-8%	-16%
36	CCc1ccc2oc(-c3ccc(C)c(NC(=O)c4cc([N+](=O)[O-])ccc4N4CCOCC4)c3)nc2c1	-26%	-14%[10.9 µM]

item	p53ts 32C kill	IkB sig inh
25	-9%	-1.4%
26	-5%	?
27	-3%	2.2%[11.4 µM]
28	8%	1.4%
29	2%	5.1%
30	1%[9.22 µM]	-1.3%[11.4 µM]
31	-1%	-0.6%
32	-8%	-1.2%
33	-2%	11%
34	6%	-0.1%
35	3%	nt
36	-22%	?

New compounds follow.
item	SMILES	p53ts 39C tox	Imprint erasure
37	COc1ccc2ncc3c(-c4ccccc4)nn(-c4ccc(C)c(C)c4)c3c2c1	16%	-12%[10.9 µM]
38	CCOC(=O)c1scc(-c2ccccc2)c1S(=O)(=O)Nc1cc(OC)cc(OC)c1	-10%	-13%[10.9 µM]
39	Cc1cc(C)c2sc(N3CCN(C(=O)C4CC4)CC3)nc2c1	7.9µM*	-14%[10.9 µM]
40	CC1(C)Cc2nc3oc4c(NCc5ccccc5)ncnc4c3cc2CO1	5%	4%
41	CC(C)(C)NC(=O)[C@H]1CC[C@H]2[C@@H]3CC[C@H]4NC(=O)C=C[C@]4(C)[C@H]3CC[C@]12C	20%	-17%
42	Cc1nn(C)c2c1c(-c1ccccc1)cc(=O)n2Cc1ccccc1F	-6%	-8%[10.9 µM]
43	Cc1cc(C)n2nc(S(=O)(=O)N(CC(C)C)CC(C)C)nc2n1	13%	7%
44	CCOC(=O)C1CCN(c2c(NCc3ccc(C(=O)O)cc3)c(=O)c2=O)CC1	2%	?
45	Cc1ccc(C)c(NC(=O)c2nc(S(C)(=O)=O)ncc2N(Cc2ccc(C(C)(C)C)cc2)Cc2ccco2)c1	9%	-12%[10.9 µM]
46	CN1CCN(c2nc(C(N)=O)cc(-c3ccccc3)n2)CC1	15%	nt
47	COc1ccccc1CNC(=O)CN1C(=O)c2cccnc2Oc2ccccc21	-1%	-8%[10.9 µM]
48	COc1ccccc1CCNC(=O)C(=O)NCC(c1cccnc1)N1CCN(c2ccccc2)CC1 (stereo not drawn)	5%	-8%[10.9 µM]

item	p53ts 32C kill	IkB sig inh
37	-14%	-4.9%
38	-2%	-0.8%
39	?	-5.0%
40	-3%	-2.0%
41	-3%	nt
42	2%	-1.2%
43	-8%	0.2%
44	7%	2.9%
45	-1%	?
46	-9%	nt
47	-3%	1.9%
48	3%	-0.3%

The list goes on:
item	SMILES	p53ts 39C tox	Imprint erasure
49	Cc1ccccc1OCc1nnc(SCC(=O)Nc2ccc3c(c2)oc2ccccc23)n1C	1%	-11%
50	Cc1nn(C)c(C)c1S(=O)(=O)N(CC(=O)Nc1ccc(F)cc1F)c1ccc(C(C)C)cc1	-5%	17%[10.9 µM]
51	COC(=O)c1ccc(CSc2nc3c([nH]c4ccccc43)c(=O)n2-c2cccc(Cl)c2)o1	?	8%[10.9 µM]
52	Cn1c(=O)c(=O)n(C)c2cc(S(=O)(=O)N3CCCC3C(=O)Nc3ccccc3F)ccc21 (stereo not drawn)	-13%	-10%[10.9 µM]
53	CC(=O)N1C2(C=CC1(C)C(=O)NCc1ccc(C)o1)CCCCC2 (stereo not drawn)	-5%	-14%
54	CCOc1ccccc1C1C(C(N)=O)=C(C)Nc2nc(-c3ccccc3Cl)nn21 (stereo not drawn)	3%	2%[10.9 µM]
55	Cc1ccnc(NC(=O)Nc2ccc(F)cc2)c1	?	-61%[inhibitor]
56	O=C1NCCCCC1NC1CC(=O)N(c2ccccc2)C1=O (stereo not drawn)	7%	-3%
57	O=C(Nc1ccc(N2CCN(Cc3ccccc3)CC2)cc1)c1cccnc1	16%	-5%
58	CCOc1ccc(CNCc2c(C(=O)O)c(C)n(Cc3ccc(F)cc3Cl)c2C)cc1	-9%	20%[10.9 µM]
59	CN=C1CC(C)(C)CC(=O)/C1=C(/O)CCC(=O)NC	-2%	2%
60	CC(C)C[C@H](NC(=O)[C@@H](O)[C@H](N)Cc1ccccc1)C(=O)O	-2%	-17%&-9%

item	p53ts 32C kill	IkB sig inh
49	10%	3.8%
50	11%	2.7%
51	4%	0.7%
52	5%	?
53	-7%	nt
54	9%	3.9%
55	?	?
56	2%	0.5%
57	6%	0.5%
58	8%	2.6%
59	-2%	1.8%
60	11%	-0.3%

Next part.
item	SMILES	p53ts 39C tox	Imprint erasure
61	O=C(NCC1CCC(C(=O)O)CC1)c1cccnc1 (stereo not drawn)	5%	-6%
62	CCOC(=O)c1cccc(S(=O)(=O)N(CCO)Cc2cc3cc(OC)c(OC)cc3[nH]c2=O)c1	-4%	-6%
63	CCCNC(=O)OC[C@H]1O[C@@H](CCO/N=C\[C@@H](NS(=O)(=O)c2ccc(C)cc2)[C@H](C)/C=C\CC(=O)OC)C=C[C@@H]1Oc1ccc(OC)cc1	5%[9.22 µM]	nt
64	COc1ccc(C2N(c3cc(Cl)ccc3OC)C(=O)C3CCCN32)cc1 (stereo not drawn)	-2%	-4%
65	CCOC(=O)c1cnc2c(Cl)cccc2c1NCCN1CCOCC1	-5%	-4%[10.9 µM]
66	O=C1CSC2(C(=O)N(Cc3cccc(C(F)(F)F)c3)c3ccccc32)N1c1ccc(F)c(F)c1 (stereo not drawn)	14%	-14%[10.9 µM]
67	COc1ccc(-c2nc3sc(CCNS(=O)(=O)c4c(C)cc(C)cc4C)c(C)n3n2)cc1	-17%	-19%[10.9 µM]
68	c1coc(CNc2ncnc3sc4c(c23)CCCCC4)c1	-5%	-20%
69	Cc1ccc(CCNc2ccccc2)c[n+]1[O-]	1%	11%
70	Cc1nc2cc(O)ccc2n1C	8%	-3%
71	CC(C)CCCC(C)C1CCC2C3CC=C4CC(=O)CC[C@@]4(C)C3CC[C@@]12C (stereo partly drawn)	-3%	?
72	CC(CCc1ccco1)NC(=O)Cn1nc(Cc2ccncc2)c2ccccc2c1=O (stereo not drawn)	2%	3%

item	p53ts 32C kill	IkB sig inh
61	2%	-0.8%
62	1%	-0.7%
63	5%[9.22 µM]	nt
64	-6%	?
65	12%	-0.7%
66	15%	?
67	-8%	?
68	-5%	4.2%
69	-1%	0.2%
70	9%	-0.4%
71	-6%	nt
72	-8%	0.5%
